# BioA inh: BioA (M. tuberculosis) enzyme inhibition; purified M. tuberculosis BioA enzyme, plate reader; inhibition, % at 9.99 µM; 360,000 tested, 0.096% active; AID 602481; in the data active = inhibition above about 40%
# * = called active by the depositor; & = joins results of further samples. This is a subset; count on the stated rates, not on these rows.
SMILES	BioA inh
C[C@@H]1CN([C@@H](C)CO)C(=O)c2cc(NS(C)(=O)=O)ccc2O[C@@H]1CN(C)C(=O)Nc1ccc(C(F)(F)F)cc1	-1.8
O=C(N[C@H]1CC[C@@H](CCn2cc(-c3ccccn3)nn2)O[C@@H]1CO)c1ccccc1	3.4
COc1ccccc1NC(=O)N[C@@H]1C=C[C@H](CC(=O)N2CCC(Cc3ccccc3)CC2)O[C@@H]1CO	0.6
C[C@@H]1CCCCO[C@H](CN(C)C(=O)NC2CCCCC2)[C@@H](C)CN([C@@H](C)CO)C(=O)c2cc(NC(=O)Cc3ccccc3)ccc2O1	1.3
C[C@@H](NC(=O)C[C@@H]1CC[C@@H]2[C@H](COC[C@@H](O)CN2C(=O)Nc2ccccc2)O1)c1ccccc1	-0.2
Cc1noc(C)c1NC(=O)N(C)C[C@@H]1Oc2ncc(C#CCC(C)C)cc2C(=O)N([C@@H](C)CO)C[C@H]1C	-0.8
C[C@@H]1CN([C@H](C)CO)C(=O)c2cccc(NC(=O)Nc3ccccc3)c2O[C@@H]1CN(C)Cc1ccc(C(F)(F)F)cc1	1.2
COc1ccccc1NC(=O)N1CCCCN2[C@H](CO)[C@@H](c3ccc(-c4cccc(F)c4)cc3)[C@@H]2C1	3.7
C[C@H](CO)N1C[C@H](C)[C@@H](CN(C)C(=O)Nc2ccc(C(F)(F)F)cc2)Oc2ccc(NS(=O)(=O)c3ccc(Cl)cc3)cc2CC1=O	0.8
CC(C)C(=O)Nc1ccc2c(c1)C(=O)N(C)[C@@H]1CC[C@@H](CC(=O)O)O[C@@H]1CO2	0.0
CC=Cc1ccc2n(c1=O)C[C@@H]1[C@@H](CO)[C@H](C(=O)NCC(F)(F)F)[C@H]2N1C(=O)C1CCC1 (mixture of isomers)	-1.8
C[C@@H]1CCCCO[C@@H](CN(C)C)[C@H](C)CN([C@@H](C)CO)C(=O)c2cc(NC(=O)CCC(F)(F)F)ccc2O1	-0.1
COc1cccc(-c2ccc3c(c2)[C@H]2[C@H](CCN2C(=O)Nc2ccccc2OC)[C@H](CO)N3C)c1	-0.6
CCCN1C[C@H](C)[C@H](OC)CN(C)C(=O)c2cc(NC(=O)c3ccccc3F)ccc2OC[C@H]1C	-0.3
C[C@H](CO)N1C[C@H](C)[C@@H](CN(C)S(=O)(=O)c2ccccc2)Oc2ccc(NC(=O)CCC(F)(F)F)cc2CC1=O	-0.9
C[C@@H]1CCCCO[C@H](CN(C)Cc2ccccc2)[C@H](C)CN([C@H](C)CO)C(=O)c2cc(NC(=O)c3ccccc3)ccc2O1	0.4
COCC(=O)N(C)C[C@H]1Oc2cc(-c3ccc(F)cc3)ccc2S(=O)(=O)N([C@@H](C)CO)C[C@@H]1C	2.8
CCCNC(=O)Nc1ccc2c(c1)OC[C@@H](C)N(Cc1ccccn1)C[C@@H](C)[C@H](OC)CN(C)C2=O	-0.3
COCCNC(=O)C[C@@H]1CC[C@H]2[C@@H](COC[C@H](O)CN2Cc2cccc(-c3ccncc3)c2)O1	-2.1
C/C=C/c1cnc2c(c1)C(=O)N([C@@H](C)CO)C[C@@H](C)[C@H](CN(C)C(=O)Nc1ccc(F)cc1)O2	-3.8
C[C@@H]1CN([C@H](C)CO)C(=O)Cc2cc(NC(=O)Nc3ccc(F)cc3)ccc2O[C@@H]1CN(C)CC1CC1	2.5
CO[C@@H](CN(C)C(=O)Nc1ccc(Cl)cc1)[C@@H](C)CN(Cc1ccccc1Cl)[C@H](C)CO	2.3
C[C@H](CO)N1C[C@H](C)[C@H](CN(C)Cc2ccc(Oc3ccccc3)cc2)Oc2ccc(NC(=O)Nc3cccc4ccccc34)cc2C1=O	-3.3
C[C@H]1CN([C@@H](C)CO)C(=O)Cc2cc(NS(=O)(=O)c3cn(C)cn3)ccc2O[C@H]1CN(C)C(=O)Nc1ccccc1	-0.8
COc1ccc(NC(=O)N[C@@H]2CC[C@@H](CCNS(=O)(=O)c3cccc(Cl)c3)O[C@H]2CO)cc1	-0.5
COc1ccc(CN(C)C[C@@H]2Oc3c(NS(=O)(=O)c4ccc(F)cc4)cccc3C(=O)N([C@@H](C)CO)C[C@H]2C)cc1	0.8
C[C@H]1CN([C@@H](C)CO)C(=O)c2cc(C#CC3CCCC3)cnc2O[C@H]1CN(C)C(=O)c1ccncc1	3.6
C[C@@H]1CN([C@@H](C)CO)S(=O)(=O)c2ccc(C#C[C@@H](C)O)cc2O[C@H]1CN(C)Cc1ccccc1	1.6
C[C@H](CO)N1C[C@H](C)[C@H](CN(C)Cc2ccc(C(F)(F)F)cc2)Oc2ccc(NC(=O)C3CCCCC3)cc2C1=O	-1.4
COc1ccccc1-c1ccc([C@H]2[C@H]3CN(C(=O)c4ccncc4)CCCCN3[C@H]2CO)cc1	-4.1
CO[C@H]1CN(C)C(=O)c2cc(NC(=O)NC(C)C)ccc2OC[C@H](C)N(C(=O)C2CCC2)C[C@H]1C	0.5
COc1ccc(NC(=O)Nc2ccc3c(c2)C(=O)N([C@H](C)CO)C[C@H](C)[C@@H](CN(C)Cc2ccc(C(=O)O)cc2)O3)cc1	-0.6
CO[C@H]1CN(C)C(=O)c2cc(NC(=O)NC3CCCCC3)ccc2OC[C@@H](C)N(C)C[C@@H]1C	-4.9
C[C@@H](O)C#Cc1ccc([C@H]2[C@H](CO)N3CCCCN(C(=O)Nc4ccccc4)C[C@@H]23)cc1	1.8
COc1ccc(CN(C)C[C@@H]2Oc3ccc(NC(=O)Cn4cnnn4)cc3CC(=O)N([C@H](C)CO)C[C@@H]2C)cc1	4.8
COc1ccc(S(=O)(=O)N(C)C[C@H]2Oc3ccc(NC(=O)NC(C)C)cc3CC(=O)N([C@@H](C)CO)C[C@H]2C)cc1	-2.0
COc1ccc(C#Cc2ccc([C@@H]3[C@@H](CO)N4CCCCN(C)C[C@@H]34)cc2)cc1	5.2
CO[C@H]1CN(C)C(=O)c2ccc(NC(=O)C3CCOCC3)cc2OC[C@@H](C)NC[C@H]1C	0.7
CN1C(=O)c2cc(NC(=O)c3cscn3)ccc2OC[C@@H]2O[C@@H](CC(=O)N3CCCCC3)CC[C@@H]21	-4.3
O=C(Nc1ccc(F)cc1)N1C[C@@H]2[C@H](c3ccccc31)[C@@H](CO)N2Cc1ccccc1	0.7
C[C@H](CO)N1C[C@H](C)[C@H](CN(C)C(=O)Nc2ccc(C(F)(F)F)cc2)Oc2ccc(NC(=O)Cc3cn(C)c4ccccc34)cc2CC1=O	0.8
COc1ccc(S(=O)(=O)Nc2ccc3c(c2)C(=O)N([C@H](C)CO)C[C@H](C)[C@@H](CN(C)Cc2ccccc2)OCCCC[C@H](C)O3)cc1	7.4
C/C=C/c1cnc2c(c1)C(=O)N([C@@H](C)CO)C[C@H](C)[C@@H](CN(C)C(=O)C1CCCCC1)O2	2.0
COCc1cn(CC[C@H]2CC[C@H](NC(=O)Nc3ccc(OC)cc3)[C@H](CO)O2)nn1	4.2
O=C(c1cccc(F)c1)N1CC[C@@H]2[C@@H](CO)Nc3ccc(C#Cc4cccc(F)c4)cc3[C@@H]21	-1.5
C[C@H](CO)N1C[C@H](C)[C@H](CN(C)C(=O)NC2CCCCC2)Oc2ncc(C#CCN(C)C)cc2C1=O	1.6&-1.4
COc1ccc(S(=O)(=O)N(C)C[C@H]2OCCCC[C@H](C)Oc3ccc(NC(=O)Nc4c(C)noc4C)cc3C(=O)N([C@@H](C)CO)C[C@H]2C)cc1	-0.2
O=C(Nc1ccc2c(c1)[C@H]1C[C@H](CC(=O)N3CCCCC3)O[C@@H](CO)[C@H]1O2)c1ccc2c(c1)OCO2	0.0
Cc1ccc(S(=O)(=O)Nc2ccc3c(c2)CC(=O)N([C@@H](C)CO)C[C@@H](C)[C@@H](CN(C)S(=O)(=O)c2cn(C)cn2)O3)cc1	-1.6
C[C@H](CO)N1C[C@H](C)[C@H](CN(C)C(=O)C2CCCCC2)OCCCC[C@H](C)Oc2ccc(NC(=O)NC3CCCCC3)cc2C1=O	1.6

# Next entries
structure,BioA inh
O=C(C[C@@H]1C=C[C@@H](NC(=O)c2ccccc2)[C@H](CO)O1)Nc1ccc(-c2ccccc2)cc1,0.8
COCC(=O)Nc1ccc2c(c1)[C@H]1C[C@@H](CC(=O)NCc3cccc(F)c3)O[C@H](CO)[C@H]1O2,-1.8
CO[C@@H]1CN(C)C(=O)c2cc(NC(=O)c3ccc(F)cc3)ccc2OC[C@H](C)N(C)C[C@@H]1C,1.7
O=C(C[C@H]1C[C@H]2c3cc(NC(=O)CC4CC4)ccc3O[C@H]2[C@H](CO)O1)NCc1cccnc1,0.5
C[C@H](CO)N1C[C@H](C)[C@@H](CN(C)C)Oc2ncc(C#CCN(C)C)cc2C1=O,-1.6
O=C(C[C@H]1CC[C@H]2[C@@H](COC[C@H](O)CN2Cc2ccc3c(c2)OCO3)O1)Nc1ccccc1,4.5
C[C@H](CO)N1C[C@H](C)[C@H](CN(C)Cc2ccncc2)Oc2ccc(NC(=O)NC3CCCCC3)cc2C1=O,-0.6
CN(C)CC(=O)N[C@H]1CC[C@@H](CC(=O)NCc2ccc(Cl)cc2)O[C@@H]1CO,-0.4
CCNC(=O)Nc1ccc2c(c1)C(=O)N(C)[C@@H]1CC[C@H](CC(=O)N[C@@H](C)c3ccccc3)O[C@@H]1CO2,-0.5
C[C@@H]1CN([C@@H](C)CO)S(=O)(=O)c2ccc(-c3ccccc3F)cc2O[C@H]1CN(C)Cc1cncnc1,1.8
COCCNC(=O)C[C@@H]1CC[C@H]2[C@@H](COc3ccc(NC(=O)c4cc(C)on4)cc3C(=O)N2C)O1,-1.6
C[C@H](NC(=O)C[C@@H]1C[C@@H]2c3cc(NC(=O)NC4CCCCC4)ccc3O[C@@H]2[C@H](CO)O1)c1ccccc1,0.8
C[C@@H]1CN([C@H](C)CO)S(=O)(=O)c2ccc(-c3ccccc3F)cc2O[C@H]1CN(C)Cc1ccncc1,2.0
CN1C(=O)c2cc(NC(=O)C3CCCC3)ccc2OC[C@@H]2O[C@@H](CC(=O)NCC(F)(F)F)CC[C@H]21,-1.1
Cc1ccccc1S(=O)(=O)N1CCCCN2[C@@H](CO)[C@@H](c3ccc(-c4cccnc4)cc3)[C@@H]2C1,-1.5

# Of the compounds above, two contain a COOH group:
structure,BioA inh
CC(C)C(=O)Nc1ccc2c(c1)C(=O)N(C)[C@@H]1CC[C@@H](CC(=O)O)O[C@@H]1CO2,0.0
COc1ccc(NC(=O)Nc2ccc3c(c2)C(=O)N([C@H](C)CO)C[C@H](C)[C@@H](CN(C)Cc2ccc(C(=O)O)cc2)O3)cc1,-0.6

# Next section
structure,BioA inh
C[C@@H]1CCCCO[C@H](CN(C)S(=O)(=O)c2cccs2)[C@H](C)CN([C@H](C)CO)C(=O)c2cc(NC(=O)C3CCCCC3)ccc2O1,-3.1
C[C@@H]1CN([C@H](C)CO)C(=O)c2cc(NC(=O)Cc3ccccc3)ccc2O[C@H]1CN(C)Cc1ccccc1,-0.1
Cc1noc(C)c1S(=O)(=O)Nc1ccc2c(c1)C(=O)N([C@@H](C)CO)C[C@@H](C)[C@H](CN(C)C(=O)Nc1cccc3ccccc13)OCCCC[C@H](C)O2,-0.8
CC(C)C#Cc1ccc2c(c1)O[C@H](CN(C)C(=O)c1ccccn1)[C@H](C)CN([C@@H](C)CO)S2(=O)=O,-2.6
CCC(=O)Nc1ccc2c(c1)C(=O)N(C)[C@H]1CC[C@H](CC(=O)NCCN3CCCCC3)O[C@H]1CO2,1.1
CO[C@H]1CN(C)C(=O)c2cc(NS(C)(=O)=O)ccc2OC[C@H](C)N(CC2CCOCC2)C[C@@H]1C,-2.7
C[C@@H]1CN([C@H](C)CO)C(=O)c2cc(N(C)C)ccc2O[C@@H](C)CCCCO[C@H]1CN(C)C(=O)c1ccccc1,-1.4
C[C@H](CO)N1C[C@H](C)[C@@H](CN(C)C(=O)CCC(F)(F)F)OCCCC[C@H](C)Oc2ccc(NS(=O)(=O)c3ccc(F)cc3)cc2C1=O,0.1
O=C(C[C@H]1C[C@@H]2c3cc(NC(=O)Nc4ccc(C(F)(F)F)cc4)ccc3O[C@@H]2[C@@H](CO)O1)NC1CCCCC1,0.2
C[C@H]1CN([C@@H](C)CO)C(=O)c2cc(NC(=O)Nc3ccc(C(F)(F)F)cc3)ccc2O[C@@H]1CN(C)S(=O)(=O)c1cccs1,-0.6
O=C(N[C@@H]1CC[C@H](CCNC(=O)C2CCC2)O[C@@H]1CO)c1ccccn1,-3.6
C[C@H]1CN([C@@H](C)CO)C(=O)c2cc(NC(=O)Nc3ccc(F)cc3)ccc2O[C@@H]1CN(C)C(=O)Nc1ccc(F)cc1,1.0
C/C=C/c1ccc([C@H]2[C@@H](CO)N3CCCCN(CCC(F)(F)F)C[C@@H]23)cc1,2.8
O=C(NCC1CC1)[C@@H]1[C@@H](CO)[C@@H]2Cn3c(ccc(-c4cccc(F)c4)c3=O)[C@@H]2N1CC1CCCC1,13
CCC(=O)Nc1ccc2c(c1)C(=O)N(C)[C@H]1CC[C@@H](CC(=O)NCCCN(C)C)O[C@@H]1CO2,11

# Laid out differently: results already given
> C[C@H]1CN([C@@H](C)CO)C(=O)c2cc(NC(=O)Nc3ccc(C(F)(F)F)cc3)ccc2O[C@@H]1CN(C)S(=O)(=O)c1cccs1
- BioA inh = -0.6

> O=C(N[C@@H]1CC[C@H](CCNC(=O)C2CCC2)O[C@@H]1CO)c1ccccn1
- BioA inh = -3.6

> C[C@H]1CN([C@@H](C)CO)C(=O)c2cc(NC(=O)Nc3ccc(F)cc3)ccc2O[C@@H]1CN(C)C(=O)Nc1ccc(F)cc1
- BioA inh = 1.0

> C/C=C/c1ccc([C@H]2[C@@H](CO)N3CCCCN(CCC(F)(F)F)C[C@@H]23)cc1
- BioA inh = 2.8

# Screens deposited in PubChem by Broad Institute.
